Screening results deposited in PubChem by several laboratories.
HPDE-C7 cytotoxicity: HPDE-C7 pancreatic duct cell viability loss – fluorescence, HTS (AID 430); HPDE-C7 pancreatic duct cells viability, fluorescence; higher % means a stronger effect; cytotoxicity, % at 10 µM, or EC50 in µM where a hit was titrated; hit rate 1.8% among 63,000;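 further: cells exposed to compound for 48 hours before viability readout; 0% = vehicle and 100% = reference cytotoxic drug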
HT1080 cytotoxicity: HT1080 cell viability loss – fluorescence readout (AID 620); HT1080 viability, fluorescence; higher % means a stronger effect; one-dose cytotoxicity, % at 10 µM; EC50 in µM for titrated hits; hit rate 0.42% among 87,000;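 further: cells exposed to compound overnight then 4 h with Alamar Blue; 0% = vehicle DMSO and 100% = killing control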
DPM-DC inhibit: inhibitors of Streptococcus pneumoniae diphosphomevalonate decarboxylase | purified DPM-DC, PK/LDH coupled NADH fluorescence | calls only at 10 µM | hit rate 0.49% among 65,000;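 active means the 320 compounds with the highest percent inhibition in the single-dose primary screen, excluding strongly autofluorescent ones, cut at about 32% in these data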;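 further: kinetic rate of NADH fluorescence loss reporting ADP formed by the decarboxylase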
LYP inhibition: LYP phosphatase inhibitors, primary screen, biochemical, DiFMUP fluorescence, recombinant catalytic domain, 10 µM (AID 606); recombinant LYP catalytic domain, DiFMUP fluorescence; higher % means a stronger effect; 52,000 tested, under 10 active; inhibition, % at 10 µM, or IC50 in µM where a hit was titrated;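 active means IC50 under 40 µM in the dose-response test; inactive means IC50 of 40 µM or more, or never dose-tested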
Bfl-1 displacement: Bfl-1 inhibitors, primary screen, biochemical, fluorescence polarization, FITC-Bid, mouse (AID 432); one-dose displacement, % at 20 µM; IC50 in µM for titrated hits; hit rate 0.02% among 64,000; FITC-Bid BH3 peptide fluorescence polarization displacement; higher % means a stronger effect; in the data active means a potency from the dose series; inactive means the rest, 99 in 100 with displacement below about 15%; further: strong numbers were not always called active
Spn PMK inh: inhibitors of Streptococcus pneumoniae phosphomevalonate kinase; inhibition, % at 10 µM; purified PMK, PK/LDH-coupled NADH absorbance 340 nm; hit rate 0.49% among 65,000;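 active means top-ranked compounds by inhibition in the single 10 µM screen, taking a fixed number of the strongest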;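 further: 0% = full reaction with DMSO carrier and 100% = background rate without enzyme reaction; no value below 0 was filed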
HPDE-C7K KRASV12: cytotoxicity in KRAS-transformed pancreatic duct cells, primary screen, cell-based, fluorescence, HTS (AID 431); HPDE-C7K KRASV12 cells, Alamar Blue viability, 48 h; higher % means a stronger effect; cytotoxicity, % at 10 µM, or EC50 in µM where a hit was titrated; hit rate 1.7% among 63,000;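 active means compounds whose percent cytotoxicity in the single-dose primary screen, scaled between solvent and toxic-drug controls, exceeds 50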;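 further: 0% = DMSO solvent wells and 100% = doxorubicin-treated wells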
MK inhibit: inhibitors of Streptococcus pneumoniae mevalonate kinase | purified MK, PK/LDH-coupled NADH absorbance 340 nm | inhibition, % at 10 µM | hit rate 0.48% among 65,000;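 active means ranked among the strongest by inhibition in the single 10 µM screen, a fixed top-ranked set picked for dose follow-up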; further: no value below 0 was filed
TNAP inhibition: inhibition of tissue-nonspecific alkaline phosphatase – biochemical, luminescent (AID 518); purified TNAP enzyme, luminescent substrate readout; higher % means a stronger effect; one-dose inhibition, % at 20 µM; IC50 in µM for titrated hits; hit rate 0.09% among 64,000; in the data active means a potency from the dose series; inactive means the rest, 99 in 100 with inhibition below about 22%;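 further: plate controls were vehicle for no effect and reference inhibitor for full effect; many of its hits are not listed in these tables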
Spn PMK inh pilot replicates: further read-out of Spn PMK inh, marked with its call; inhibition, %; measured here: pilot screen replicates
MK inhibit pilot replicates: further read-out of MK inhibit, marked with its call; inhibition, %; measured here: pilot screen replicates
DPM-DC inhibit pilot screen %: recorded beside DPM-DC inhibit, whose call it bears; inhibition, %; measured here: pilot screen trials
* = called active by the depositor; i = inactive; . = no result given. Unless noted, no stated cut-off is given here; in the data, active means cytotoxicity above about 50%; inactive means the rest.

SMILES	HPDE-C7 cytotoxicity	HT1080 cytotoxicity	DPM-DC inhibit	LYP inhibition	Bfl-1 displacement	Spn PMK inh	HPDE-C7K KRASV12	MK inhibit	TNAP inhibition	others
Nc1ccc(-c2n[nH]c(=O)c3ccccc23)cc1N	-1%	-9%	i	1%	7%	7	-3%	8	12%
CCOC(=O)N1CCN(C(=O)CN(C)S(=O)(=O)c2ccc3c(c2)C(C)(C)C(=O)N3C)CC1	2%	3%	i	5%	-5%	4	3%	4	-3%
c1ccc(-c2cc3c(ccc4nonc43)nn2)cc1	6%	-24%	i	3%	-5%	0	1%	0	8%
Cc1[nH]nc2c1/C(=N\O)CC(C)(C)C2	-8%	3%	i	.	-3%	0	-8%	2	8%
CCOC(=O)C1CCCN(Cc2ccc(OC)cc2OC)C1 (stereo not drawn)	9%	1%	i	-4%	-7%	0	9%	49*	4%
Cc1cccc(N2C(=O)SC(N(C)c3ccccc3)C2=O)c1 (stereo not drawn)	-9%	3%	i	3%	2%	0	-16%	0	6%
CCN1CCc2c(C#N)c(N3CCCCC3)nc(N3CCOCC3)c2C1	-3%	9%	.	-2%	0%	1	7%	11	8%
CC(=O)NC1C(=O)N=C(SCC(=O)NC2CCCCC2)NC1=O (stereo not drawn)	-4%	-3%	i	4%	-8%	15	3%	10	13%
CCOC(=O)c1cn[nH]c1N	-7%	-4%	i	.	2%	11	-15%	7	5%
COc1ccc(OC)c(NC(=O)CSCC(=O)O)c1	-1%	0%	i	3%	-7%	4	-5%	7	11%
O=C1c2ccccc2C(=O)N1CCCCN(C(=O)c1ccco1)c1ccc(Cl)cc1	-10%	-1%	i	.	-3%	11	-6%	7	0%
O=C(Nc1ccccc1C(=O)NCC1CCCO1)c1ccco1 (stereo not drawn)	-3%	0%	i	-10%	1%	5	-2%	7	2%	Spn PMK inh pilot replicates=0.0;MK inhibit pilot replicates=0.5;DPM-DC inhibit pilot screen %=0.5
COc1ccc(-n2cnnc2SCc2cnc(-c3ccccc3)s2)cc1	2%	10%	i	-7%	-4%	15	-5%	4	12%
CCOC(=O)C1CCCN(C(=O)c2ccc(OC(C)=O)cc2)C1 (stereo not drawn)	-3%	-5%	i	-6%	-3%	0	-6%	1	10%
CC1=C(C(=O)OC(C)C)C(c2cccc(F)c2)N2C(=O)C(C)SC2=N1 (stereo not drawn)	-23%	4%	i	.	2%	13	-8%	0	8%
CCOc1ccc(NC(=O)CN2CCN(CC(=O)Nc3ccc(F)cc3)CC2)cc1	-2%	-12%	i	.	1%	6	6%	2	2%
CCC1CCCCN1C(=O)N[C@@H](Cc1ccccc1)C(=O)O (stereo partly drawn)	-14%	-7%	i	.	-9%	7	-5%	15	4%
CCn1c(=O)n(CC)c2cc(S(=O)(=O)NCCOc3ccccc3)c(C)cc21	-3%	-5%	i	-3%	0%	3	2%	4	4%
Cc1ccc(S(=O)(=O)NCCCCC(NC(=O)OC(C)(C)C)C(=O)O)cc1 (stereo not drawn) (tested in a mixture with another compound)	1%	6%	i	-7%	8%	17	1%	7	8%	Spn PMK inh pilot replicates=0.0;MK inhibit pilot replicates=0.0;DPM-DC inhibit pilot screen %=1.0
Cc1ccc(C)c(N(CC(=O)N(C)C)S(C)(=O)=O)c1	-1%	3%	i	2%	4%	4	-17%	2	5%
C=CCn1c(NCCOC)nc2c1c(=O)n(C)c(=O)n2C	-14%	-4%	i	.	1%	11	-10%	8	3%
COC(=O)COc1ccc(S(=O)(=O)Nc2ccccc2SC)cc1	8%	3%	i	-5%	-4%	4	6%	4	6%
CCOC(=O)Nc1cc(=O)c2ccccc2o1	53%*	21%	i	.	-5%	0	38%	2	0%
COC(=O)CCC/C=C1/SCC(NC(=O)c2ccccc2)C1O (stereo not drawn)	-3%	7%	i	3%	-11%	4	6%	6	8%
Cc1ccc2nsnc2c1S(=O)(=O)NCc1ccncc1	9%	3%	i	8%	-3%	0	4%	7	13%
COC(=O)C1=C(C)N(c2cccc(C(C)=O)c2)C(=O)C1	-9%	4%	i	6%	-12%	12	2%	13	4%
CCOC(=O)N1CCN(C(=O)C2CCC(C(=O)N3CCN(C(=O)OCC)CC3)CC2)CC1 (stereo not drawn)	-3%	1%	i	11%	-5%	1	-5%	7	7%
COc1ccc(N2CCN(Cc3nc(N)nc(Nc4ccccc4OC)n3)CC2)cc1	-11%	3%	i	6%	-6%	2	1%	6	9%
Cc1ccnc2c(N3C(=O)C4C5C=CC(C5)C4(C)C3=O)cccc12 (stereo not drawn)	7%	-4%	i	11%	-4%	1	7%	4	5%	Spn PMK inh pilot replicates=1.0;MK inhibit pilot replicates=0.0;DPM-DC inhibit pilot screen %=1.0
Cn1nc(-c2ccc(Cl)cc2)c2cc(C(=O)N3CCN(C(=O)c4ccco4)CC3)sc21	-6%	-7%	i	8%	1%	7	-4%	0	9%
COn1c(=S)[nH]c2ccccc2c1=O	-6%	1%	i	5%	-5%	8	-8%	9	5%
COc1ccccc1C1N(c2cc(Cl)ccc2OC)C(=O)C2CCCN21 (stereo not drawn)	-9%	-5%	i	4%	5%	11	-3%	2	-1%
C=CCSc1nc2c(c(=O)[nH]c(=O)n2C)n1C(C)C	-4%	11%	i	-7%	4%	12	-4%	3	7%	Spn PMK inh pilot replicates=0.0;MK inhibit pilot replicates=0.0;DPM-DC inhibit pilot screen %=0.0
O=C(Nc1cc(Cl)ccc1Cl)c1noc2c1CCCC2	8%	.	i	.	0%	10	6%	6	8%	Spn PMK inh pilot replicates=0.0;MK inhibit pilot replicates=0.5;DPM-DC inhibit pilot screen %=0.0
Cc1ccccc1CS(=O)(=O)CCC(=O)NCCCN1CCOCC1	-2%	-1%	i	-7%	-2%	19	-1%	4	11%
c1cncc(-c2nc3c4ccccc4nc(N4CCC(N5CCCCC5)CC4)n3n2)c1	46%	.	i	.	11%	10	48%	3	13%	Spn PMK inh pilot replicates=3.0;MK inhibit pilot replicates=1.5;DPM-DC inhibit pilot screen %=3.0
Cc1cccc(NC(=O)Nc2cccc(C#N)c2)n1	-8%	3%	i	-8%	-8%	2	-3%	8	17%	Spn PMK inh pilot replicates=3.5;MK inhibit pilot replicates=2.0;DPM-DC inhibit pilot screen %=0.0
CN1CCN(/C=C2\SC(=S)NC2=O)CC1	-23%	19%	i	10%	-8%	11	-37%	6	8%
COc1ccc(NC(=O)CN2CCN(CC(=O)Nc3ccccc3F)CC2)cc1OC	3%	3%	i	10%	-8%	7	2%	1	3%
Cc1cc(C(=O)O)sc1C	-10%	1%	i	7%	0%	12	-16%	1	5%

Quoted from the results shown (twelve entries):
SMILES	HPDE-C7 cytotoxicity	HT1080 cytotoxicity	DPM-DC inhibit	LYP inhibition	Bfl-1 displacement	Spn PMK inh	HPDE-C7K KRASV12	MK inhibit	TNAP inhibition	others
COc1ccc(N2CCN(Cc3nc(N)nc(Nc4ccccc4OC)n3)CC2)cc1	-11%	3%	i	6%	-6%	2	1%	6	9%
Cc1ccnc2c(N3C(=O)C4C5C=CC(C5)C4(C)C3=O)cccc12 (stereo not drawn)	7%	-4%	i	11%	-4%	1	7%	4	5%	Spn PMK inh pilot replicates=1.0;MK inhibit pilot replicates=0.0;DPM-DC inhibit pilot screen %=1.0
Cn1nc(-c2ccc(Cl)cc2)c2cc(C(=O)N3CCN(C(=O)c4ccco4)CC3)sc21	-6%	-7%	i	8%	1%	7	-4%	0	9%
COn1c(=S)[nH]c2ccccc2c1=O	-6%	1%	i	5%	-5%	8	-8%	9	5%
COc1ccccc1C1N(c2cc(Cl)ccc2OC)C(=O)C2CCCN21 (stereo not drawn)	-9%	-5%	i	4%	5%	11	-3%	2	-1%
C=CCSc1nc2c(c(=O)[nH]c(=O)n2C)n1C(C)C	-4%	11%	i	-7%	4%	12	-4%	3	7%	Spn PMK inh pilot replicates=0.0;MK inhibit pilot replicates=0.0;DPM-DC inhibit pilot screen %=0.0
O=C(Nc1cc(Cl)ccc1Cl)c1noc2c1CCCC2	8%	.	i	.	0%	10	6%	6	8%	Spn PMK inh pilot replicates=0.0;MK inhibit pilot replicates=0.5;DPM-DC inhibit pilot screen %=0.0
Cc1ccccc1CS(=O)(=O)CCC(=O)NCCCN1CCOCC1	-2%	-1%	i	-7%	-2%	19	-1%	4	11%
c1cncc(-c2nc3c4ccccc4nc(N4CCC(N5CCCCC5)CC4)n3n2)c1	46%	.	i	.	11%	10	48%	3	13%	Spn PMK inh pilot replicates=3.0;MK inhibit pilot replicates=1.5;DPM-DC inhibit pilot screen %=3.0
Cc1cccc(NC(=O)Nc2cccc(C#N)c2)n1	-8%	3%	i	-8%	-8%	2	-3%	8	17%	Spn PMK inh pilot replicates=3.5;MK inhibit pilot replicates=2.0;DPM-DC inhibit pilot screen %=0.0
CN1CCN(/C=C2\SC(=S)NC2=O)CC1	-23%	19%	i	10%	-8%	11	-37%	6	8%
COc1ccc(NC(=O)CN2CCN(CC(=O)Nc3ccccc3F)CC2)cc1OC	3%	3%	i	10%	-8%	7	2%	1	3%

More structures follow:
SMILES	HPDE-C7 cytotoxicity	HT1080 cytotoxicity	DPM-DC inhibit	LYP inhibition	Bfl-1 displacement	Spn PMK inh	HPDE-C7K KRASV12	MK inhibit	TNAP inhibition	others
O=C(Nc1ccc2c(c1)OCO2)Nc1ccc(Br)cn1	20%	3%	i	-3%	0%	0	21%	5	4%
Cn1c(CN2CCOCC2)nnc1SCC(=O)NC1CCCCC1	10%	10%	i	1%	6%	0	9%	6	2%
O=C(Nc1ccc2c(c1)oc1ccccc12)c1cccnc1	40%	24%	i	.	-8%	8	53%*	13	15%
Cc1ccc(C(=O)NCCNC(=O)CN2CCCC2)cc1	-9%	12%	i	3%	-3%	0	-5%	7	9%
CCn1cc(Br)c(C(=O)Nc2ccc(F)c(Cl)c2)n1	-11%	2%	i	4%	1%	8	1%	13	12%
COc1ccc2nc(SCC(N)=O)[nH]c2c1	-19%	-2%	i	8%	-3%	6	-18%	9	-6%
Cc1cc(C)cc(OCCCC(=O)O)c1	-3%	-2%	i	5%	-3%	8	-3%	0	13%	Spn PMK inh pilot replicates=3.0;MK inhibit pilot replicates=0.0;DPM-DC inhibit pilot screen %=0.0
CCN1CCN(c2cc(=O)n(C3CCCCC3)c(=O)[nH]2)CC1	-14%	-3%	i	10%	1%	20	-4%	5	5%
Cc1cccc(-n2c(N)cc(=O)[nH]c2=S)c1	-17%	-3%	i	-4%	-8%	16	-7%	5	8%
Cc1ccc(C(c2nnnn2CC2CCCO2)N2CCN(c3cccc(C)c3C)CC2)cc1 (stereo not drawn)	7%	20%	i	-1%	-5%	13	-1%	0	13%
O=C(OCc1ccccc1F)c1ccc2c(c1)OCCO2	-8%	-7%	i	0%	2%	1	-2%	1	18%	Spn PMK inh pilot replicates=0.5;MK inhibit pilot replicates=0.0;DPM-DC inhibit pilot screen %=0.0
O=S(=O)(Nc1cccc(C(F)(F)F)c1)c1cccnc1	-5%	-2%	i	9%	-4%	8	-4%	0	-1%
